# Screens as filed in PubChem BioAssay.
# DRD3 antagonist: qHTS of D3 Dopamine Receptor Antagonist: qHTS. D(3) dopamine receptor (Homo sapiens), P35462. max response, negative = inhibition, %. 2.5% of 360,000 active. AID 652054, 2013. D3R cells, DiscoveRx beta-arrestin luminescence, antagonist mode; active compounds read low; in the data active = max response below about -50%; inconclusive = no clear call, values can overlap the other calls; also: % is scaled to controls: 0 for no effect and ±100 for the full control effect; mostly tested at two doses, the higher about 12 µM
# Target sequence (P35462 whole entry, looked up): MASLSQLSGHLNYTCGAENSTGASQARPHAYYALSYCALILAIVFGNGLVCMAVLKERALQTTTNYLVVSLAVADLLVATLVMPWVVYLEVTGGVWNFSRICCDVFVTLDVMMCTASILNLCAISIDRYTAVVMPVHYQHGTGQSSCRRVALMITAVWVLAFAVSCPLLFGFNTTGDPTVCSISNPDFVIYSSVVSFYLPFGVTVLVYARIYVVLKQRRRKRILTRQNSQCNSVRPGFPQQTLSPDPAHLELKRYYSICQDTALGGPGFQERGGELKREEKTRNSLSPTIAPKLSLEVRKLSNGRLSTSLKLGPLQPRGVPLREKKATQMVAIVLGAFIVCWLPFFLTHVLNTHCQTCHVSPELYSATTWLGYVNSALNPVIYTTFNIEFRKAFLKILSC
#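 Cells expressing the human receptor were seeded at 1500 cells/well, incubated overnight at 37 degrees C in 5% CO2, then exposed to library compounds with dopamine controls for 90 minutes at 37 degrees C before luminescent detection.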
# GLP-1R agonist: qHTS of GLP-1 Receptor Agonists | Potency, µM (series often up to 45.6 µM), without a hit: at the highest dose activation, most hits filed as activators | HEK293 GLP-1R CRE-luciferase, luminescence, 4-6 h; cells express a hypersensitive GLP-1R form | AID 624172, 2012 | 0.007% of 380,000 active; also: potency is read from the fitted curve at half-maximal effect; % of control where 0% means no effect
# pAkt inh: HTS Assay for Inhibitors of Akt Phophorylation: Primary Screen; Neuro2A IGF-stimulated pAkt S473 HTRF, 20 min; active compounds read low; activity change, % for hits at 50 µM; 0.32% of 360,000 active; AID 651550, 2012; in the data active = activity change below about -80%; inconclusive = mostly about -51% to -80%; also: % is scaled to controls: 0 for no effect and ±100 for the full control effect
#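 Single-point screen (50 µM final compound) in Neuro2A cells stimulated 20 min with 6 nM IGF at 37 deg C. After lysis, Ser473-phosphorylated Akt read by HTRF (ex 330 nm, em 615/665 nm) as the 665/615 ratio.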
# aSyn yeast inh: qHTS of alpha-syn Inhibitors. Yeast expressing alpha-synuclein, growth rescue, BacTiter-Glo, 24 h. Potency, µM (highest dose often 46.1 µM), for the others: top-dose growth rescue (activation), hits mostly activators. 0.14% of 370,000 active; also: potency is read from the fitted curve at half-maximal effect; % of control where 0% means no effect; nearly all actives have a fitted effect of over 65% in size
#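 Galactose-induced alpha-syn yeast (OD600=0.02, raffinose-pregrown) + pinned cpd, 24 hr, 30 deg C; growth by BacTiter-Glo luminescence. Growth restoration scores as activation.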
# TDP43 rescue: qHTS of TDP-43 Inhibitors; Potency, µM (doses to about 46.1 µM), without a hit: at the highest dose growth rescue (activation), usual class: activators; TDP-43 expressing yeast growth rescue, BacTiter-Glo, 24 h; AID 652104, 2013; 1.8% of 410,000 active; also: potency is read from the fitted curve at half-maximal effect; % of control where 0% means no effect; nearly all actives have a fitted effect of over 50% in size
#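 Galactose-induced TDP-43 yeast, OD600=0.02, compound pinned; 24 hr, 30 deg C; BacTiter-Glo luminescence for growth. Inhibitors of TDP-43 toxicity read as activators.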
# Abeta yeast res: qHTS for compounds that reverse cellular toxicity of Amyloid beta (A-beta) peptide in yeast: Primary Screen; 0.063% of 410,000 active; yeast expressing A-beta42, growth rescue, OD600, 48 h; response scale: 0% DMSO, 100% iron-clioquinol control; AID 1347071, 2019; Potency, µM (titrated, usually from 46.1 µM), without a hit: at the top dose growth rescue, usual class: activators; also: potency is read from the fitted curve at half-maximal effect; nearly all actives have a fitted effect of over 55% in size
#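 Yeast growth medium received pinned compounds, then yeast cells expressing toxic A-beta were added; plates incubated at 30 C for 48 hr. Growth read as absorbance at 600 nm, normalized to DMSO and equimolar FeCl3 plus clioquinol controls.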
# PTHR1 agonist: qHTS for PTHR1 Agonists: Primary Screen; HEK293 GP2 PTHR1 cells, GloSensor cAMP luminescence, 1 h; Potency, µM (doses to about 115 µM), without a hit: top-dose activation, actives largely listed as activators; 0.075% of 410,000 active; AID 743266, 2014; also: potency is read from the fitted curve at half-maximal effect; nearly all actives have a fitted effect of over 55% in size; some results filed as inactive show a strong effect at the top dose; inactives centre near -15; many of its hits are not listed in these tables
# Target sequence (Q03431 whole entry, looked up): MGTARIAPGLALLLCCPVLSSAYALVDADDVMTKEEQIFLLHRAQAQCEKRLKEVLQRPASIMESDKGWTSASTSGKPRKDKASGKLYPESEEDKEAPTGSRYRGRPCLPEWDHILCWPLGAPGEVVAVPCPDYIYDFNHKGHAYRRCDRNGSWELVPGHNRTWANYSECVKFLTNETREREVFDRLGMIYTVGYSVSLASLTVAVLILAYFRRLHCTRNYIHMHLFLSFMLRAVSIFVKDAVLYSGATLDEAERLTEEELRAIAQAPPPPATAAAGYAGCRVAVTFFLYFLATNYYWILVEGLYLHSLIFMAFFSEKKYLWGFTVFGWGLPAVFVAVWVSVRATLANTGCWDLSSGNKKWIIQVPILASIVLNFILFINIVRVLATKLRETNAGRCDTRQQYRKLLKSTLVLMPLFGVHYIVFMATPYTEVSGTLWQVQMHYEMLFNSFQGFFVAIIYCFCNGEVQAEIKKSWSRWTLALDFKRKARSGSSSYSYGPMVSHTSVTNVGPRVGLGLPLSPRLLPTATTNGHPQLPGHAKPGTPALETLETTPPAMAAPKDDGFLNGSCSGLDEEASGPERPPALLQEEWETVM
#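 HEK-293-derived GP2 cells expressing PTHR1 and a GloSensor cAMP reporter, 3,000/well, plated overnight, given luciferin plus IBMX (each 0.5 mM as added) for 1 h at 37 °C, then compound for 1 h at 37 °C. Luminescence was read after 15 min at room temperature.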
# GLP-1R inv ag: qHTS of GLP-1 Receptor Inverse Agonists (Inhibition Mode) | Potency, µM (highest dose often 38.3 µM), inactives show at the top dose activity change, negative = inhibition, actives largely listed as inhibitors | HEK293 GLP-1R CRE-luciferase, luminescence, 24 h; GLP-1R form is constitutively active | Glucagon-like peptide 1 receptor (Homo sapiens), P43220 | 1.6% of 410,000 active | AID 624417, 2012; also: potency is read from the fitted curve at half-maximal effect; % is scaled to controls: 0 for no effect and ±100 for the full control effect; nearly all actives have a fitted effect of over 55% in size
#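 GLP-1R inverse agonism mode: basal reporter luminescence in engineered HEK293 cells measured after one day of compound exposure at 37 deg C, with a 12 min room-temperature detection step.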
# FUS suppressor: qHTS for Suppressors of FUS Proteinopathy: Primary screen using FUS-linked yeast assay. S. cerevisiae FUS-expressing, growth rescue, OD600, 24 h. Potency, µM (series often up to 76.6 µM), inactives show top-dose growth rescue (activation), actives largely listed as activators. 0.24% of 390,000 active. AID 1347120, 2019;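 also: potency is read from the fitted curve at half-maximal effect; plate controls were DMSO vehicle for no effect and reference control for full effect; nearly all actives have a fitted effect of over 55% in size; some results filed as inactive show a strong effect at the top dose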
#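 Yeast expressing FUS under galactose induction, OD 0.005 in 2% galactose medium; compounds in a dilution series, 24 h at 30C. Growth rescue by absorbance at 600 nm; CP55940 positive control, DMSO negative.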
# * hit, by the source's call; i = inactive; ? = inconclusive; · = no result given; [ ] = another dose, or the depositor's remark. Unless noted, calls follow the shape of the dose curve; as a rule, active = well fitted curve in the direction sought with a large enough effect; inconclusive = small, poorly fitted or top-dose-only effect, or another doubt; inactive = no such curve, though single readings can be large; an effect the other way counts as inactive or inconclusive.
SMILES,DRD3 antagonist,GLP-1R agonist,pAkt inh,aSyn yeast inh,TDP43 rescue,Abeta yeast res,PTHR1 agonist,GLP-1R inv ag,FUS suppressor
CC(=O)c1ccc(-c2ccc(C(=O)NCC(c3ccco3)N(C)C)o2)cc1 (stereo not given),-3,29%,i,6%,-7%,0%,i,66%[activator],19%
Cc1ccc(CNC(=O)c2ccc3c(=O)n4c(-c5ccc(C)cc5)csc4nc3c2)cc1,-18,8%,i,-1%,8%,0%,-5%,-3%,-11%
CC(C)(C)OC(=O)N(Cc1ccccc1)Cc1ccccc1OCc1ccc(NC(=O)C2CCC2)cc1,0,-2%,i,3%,-23%,-25%,-22%,2.8µM*,?
COc1ccc(N(CC(=O)NCc2ccccc2OC)S(=O)(=O)c2c(C)nn(C)c2C)cc1,10,1%,i,1%,9%,5%,-52%[inhibitor],10%,16%
CC1CCN(S(=O)(=O)c2cc([N+](=O)[O-])ccc2Cl)CC1,-26,-8%,i,2%,22%,0%,i,13%,-16%
FC(F)(F)c1cnc(N2CCN(C(=S)NCc3ccccc3)CC2)c(Cl)c1,?,9%,i,9%,-6%,?,-23%,?,21%
Cc1cccc(C)c1NC(=S)N/N=C1\CC2CC=CC12 (stereo not given),15,0%,i,-3%,?,13%,14%,-24%,13%
Cc1cccc(NC(=O)Cn2c(=O)oc3ccccc32)c1,15,-7%,i,4%,2%,13%,-2%[57.5 µM],-13%,6%
COCCNc1nc(-c2cc(C)n(CCc3ccc(OC)cc3)c2C)cs1,0,-2%,i,2%,7%,-5%,-4%,21%,44%
C/C(CC(=O)Nc1ccc2c(c1)OCCO2)=N\NC(=O)c1ccc([N+](=O)[O-])cc1Cl,8,9%,i,-1%,-3%,-3%,i,6%,-2%
CCc1ccc(/C=N\n2cnnc2)cc1,5,4%,i,1%,-12%[1.82 µM],-8%,-20%,5%,8%
Cc1cccc(COc2ccccc2C(=O)NC2CCC(O)CC2)c1 (stereo not given),-1,8%,i,5%,22%,18%,-25%,12%,20%
COc1ccc(CCN(C)C/C=C/c2ccccc2)cc1OC,?,-5%,i,0%,8%,11%,-18%,-22%,-10%
CCCCNC(=O)c1nn2c(C(F)(F)F)cc(-c3ccc(OC)cc3)nc2c1Br,19,4%,i,3%,-14%,-9%,i,?,22%
CC(C)(C)c1ccc(N2C(=O)CC(c3ccccc3)C2=O)cc1 (stereo not given),2,0%,i,0%,-1%,9%,-16%,4%,16%
CCCNC(=O)Nc1nc2ccccc2s1,-1,-1%,i,12%,14%,9%,-28%,?,17%
CC(C)[C@H](N)C(=O)NC[C@H](CC(=O)NC[C@H]1CC[C@H](C(=O)O)CC1)c1ccc(Cl)cc1,5,-5%,i,-1%,15%,11%,i,10%,-2%
CCOC(=O)c1c(C)[nH]c(C)c1C(=O)CN1C(=O)NC(CC(C)C)C1=O (stereo not given),14,-8%,i,8%,-6%,5%,-12%,-17%,7%
O=[N+]([O-])c1ccc(-c2ccc(/C=N/Nc3nc(N4CCCC4)nc(N4CCCC4)n3)o2)cc1,48,16%,i,0%,11%,28%,-11%,3%,5%
NC(N)=N/N=C/c1ccc(Br)cc1,-8,-5%,i,0%,-6%,-6%,i,5µM*,-31%
COc1ccc(C(=O)N2CCC(C)(C(=O)NS(=O)(=O)C3CC3)C2)cc1 (stereo not given),15,-2%,i,2%,24%,-8%,i,3%,-19%
CCN(CC(=O)N1CCCC1)S(=O)(=O)c1ccccc1,15,-4%,i,-3%,13%,-13%,-2%,12%,11%
CC(C)c1ccc(NS(=O)(=O)c2cccc3cccnc23)cc1,12,-5%,i,-2%,-2%,-2%,i,14%,-36%
O=C(O)Cc1ccc(-n2cccc2)cc1,12,0%,i,11%,-17%[9.22 µM],4%,-3%,5%,?
CNc1nccc(-c2ccc(F)cc2)c1C#N,4,25%,i,3%,11%[9.22 µM],-2%,i,61%[activator],-10%

# 4 compounds out of the list above, arranged by the number in PTHR1 agonist, high to low:
Molecule	PTHR1 agonist
CCN(CC(=O)N1CCCC1)S(=O)(=O)c1ccccc1	-2%
CCOC(=O)c1c(C)[nH]c(C)c1C(=O)CN1C(=O)NC(CC(C)C)C1=O (stereo not given)	-12%
FC(F)(F)c1cnc(N2CCN(C(=S)NCc3ccccc3)CC2)c(Cl)c1	-23%
Cc1cccc(COc2ccccc2C(=O)NC2CCC(O)CC2)c1 (stereo not given)	-25%

# Other compounds follow.
SMILES,DRD3 antagonist,GLP-1R agonist,pAkt inh,aSyn yeast inh,TDP43 rescue,Abeta yeast res,PTHR1 agonist,GLP-1R inv ag,FUS suppressor
Cc1ccc(-c2cc(=O)c3ccc(F)cc3[nH]2)cc1,-1,1%,i,-4%,0%,-9%,-23%,-28%,-19%
O=C(CN1CCN(C(=O)c2ccccc2)CC1)Nc1ccccc1,14,7%,i,-8%,-3%,6%,-13%,2%,-7%
S=c1[nH]c2cc(-c3ccccc3)ccc2o1,7,6%,i,-15%,?,10%,-7%,0%,-3%
Cc1cc(C)c(-c2csc(NC(=O)c3n[nH]c(=O)c4ccccc34)n2)c(C)c1,12,2%,i,7%,-9%,-10%,-32%[inhibitor],?,23%
O=[N+]([O-])c1ccc(C2=Nc3cc(Cl)ccc3OC2)cc1,-3,3%,i,-13%,-16%[9.22 µM],-2%,i,6%,12%
Cc1ccc(C)c(N(CC(=O)NCc2ccc3c(c2)OCO3)C(=O)CCC(=O)Nc2ccccn2)c1,10,12%,i,-2%,4%,23%,i,-27%,15%
COc1cccc(N2CC(NC(=O)c3ccco3)CC2=O)c1 (stereo not given),·,·,·,·,3%,-10%,27%,17%,-4%
Cc1ccc(S(=O)(=O)N(C)c2ccc(OCC(=O)Nc3ccc(S(C)(=O)=O)cc3)cc2)cc1,-10,14%,i,3%,11%,-4%,i,21%,·
Cn1c(=O)oc2cc(S(=O)(=O)NC(Cc3ccccc3)C(=O)Nc3ccc(F)cc3)ccc21 (stereo not given),·,·,·,·,5%,-8%,i,5%,18%
c1ccc(CN2C3=NCCCN3c3ccccc32)cc1,-7,10%,i,-5%,0%,-3%[9.22 µM],i,?,-38%
CCCC(C)C(=O)Nc1nc(C)c(-c2csc(Nc3ccc(Cl)cc3)n2)s1 (stereo not given),-3,-2%,i,2%,15%,0%,-19%,?,21%
CC(C)n1c(SCC(N)=O)nc2c1c(=O)[nH]c(=O)n2C,-4,-1%,i,4%,?,1%,-1%,-8%,·
CCCN1Cc2cccc(C(=O)NC(CC(=O)OCC)c3ccc(C)cc3)c2C1=O (stereo not given),-11,17%,i,-9%,-14%,-7%,-11%,-5%,13%
O=C(Nc1ccc(F)c(F)c1)C1CCN(S(=O)(=O)c2cccs2)CC1,31,-3%,i,4%,16%,-19%,-34%[inhibitor],?,·
COc1cc(Br)c(C2C(C#N)=C(N)Oc3n[nH]c(-c4cccnc4)c32)cc1OC (stereo not given),13,5%,i,-3%,12%,-9%,i,9%,22%
O=C(COC(=O)/C=C/c1ccccc1[N+](=O)[O-])NCc1ccco1,-18,4%,i,-8%,-26%,-11%,0%,3%,32%
Cc1c(C(=O)N(C)CCOc2ccccc2)oc2c(Cl)cccc12,-14,?,i,0%,13%,0%,-17%,?,·
CN(C(=O)c1ccco1)c1nc(-c2ccc(F)cc2)cs1,5,-7%,i,1%,0%,1%,-32%[inhibitor],15%,8%
CC1CCc2nc(NC(=O)CN3CCN(c4ccccc4)CC3)sc2C1 (stereo not given),11,12%,i,3%,-20%,-8%,i,0%,-6%
COc1cc2c(cc1NC(=O)c1cc(-c3ccncc3)nc3ccccc13)oc1ccccc12,7,3%,i,-2%,26%,-12%,-13%,-37%,·
O=C(Nc1ccc(-c2nc3ccccc3o2)c(O)c1)c1cc(Cl)ccc1Cl,·,·,·,·,22%,2%,-15%,6%,2%
Cc1ccc(Nc2nnc(SCC(=O)NC3CCCc4ccccc43)s2)cc1 (stereo not given),-2,3%,i,-15%,-11%,-8%,i,?,16%
O=C(CN1CCC(C(=O)O)CC1)Nc1ccccc1Oc1ccccc1,9,6%,i,2%,-2%,9%,i,10%,5%
O=C(O)CCC(=O)Nc1sc2c(c1C(=O)NC1CCCC1)CCCC2,20,-8%,i,0%,19%,16%,i,19%,14%
COc1ccc(/C=C(/NC(=O)c2ccccc2)C(=O)NCC2CCCO2)cc1 (stereo not given),7,3%,i,-5%,-7%,1%,i,0%,26%
COc1ccc(C(=O)NCC(=O)NCc2ccc3c(c2)OCO3)cc1[N+](=O)[O-],-13,-4%,i,0%,22%,3%,i,3%,-3%
COc1ccc(CNC(=O)C2CCN(C(=O)c3ccccc3)CC2)cc1,4,5%,i,1%,8%,20%,i,30%[activator],14%
O=C(O)c1ccsc1Cc1cccs1,-16,-2%,i,0%,?,1%,-7%,-1%,23%
C=CCn1cccc(C(=O)Nc2ccc(OC)cc2)c1=O,-25,19%,i,-17%,5%,-17%,-1%,38%[activator],9%

# Some of the compounds tested; count on the stated rates, not on these rows.
